High-throughput results (PubChem)
MgcRacGAP inhibition: MgcRacGAP GTPase-activating activity inhibitors, confirmation, biochemical, ADP Hunter fluorescence; Rac GTPase-activating protein 1 (Homo sapiens); MgcRacGAP-stimulated Rac1 GTP hydrolysis, ADP Hunter fluorescence; higher % means a stronger effect; GST-tagged Rac1 F28L mutant substrate; inhibition, % at 30 µM; hits with a dose series show IC50 in µM; 340,000 tested, 0.6% active; AID 624330, 2012;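 active = first-screen hits whose inhibition reached a set limit at any dose in the follow-up dose series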;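 note: fluorescence reports GDP produced by GAP-driven GTP hydrolysis; strong numbers were not always called active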
Yfh1-depleted yeast: enhancers of respiration in Yfh1-depleted yeast, dose response, Friedreich's ataxia, plus single-dose screen (AID 1465); 220,000 tested, 0.074% active; S. cerevisiae Yfh1-off respiration, WST-1 reduction, 72 h; higher fold induction means a stronger effect; fold induction at 50 µM, or EC50 in µM where a hit was titrated;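 active = fold induction of absorbance versus untreated yeast above a set limit, then at least 30% activation at any dose in follow-up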;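 note: activators that raise dye reduction in frataxin-depleted yeast; strong numbers were not always called active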
Dengue-2 NS5 capping: Dengue-2 NS5 methyltransferase inhibitors, primary screen, biochemical, confirmation dose response (AID 588689); Genome polyprotein (Dengue virus type 2 (strain 16681-PDK53)); Dengue-2 NS5 methyltransferase capping enzyme assay, biochemical; higher % means a stronger effect; 340,000 tested, 0.3% active; one-dose inhibition, % at 25 µM; IC50 in µM for titrated hits; in the data active = a potency from the dose series
Large T inhibition: SV40 large T antigen inhibitors, biochemical (AID 1903); SV40 large T antigen ATPase/helicase inhibition assay; higher % means a stronger effect; one-dose inhibition, % at 20 µM; IC50 in µM for titrated hits; 310,000 tested, 0.39% active; in the data active = a potency from the dose series; note: strong numbers were not always called active
NTR1 ag: agonists of NTR1, primary screen, imaging, U2OS cells, beta-arrestin-GFP, high content (AID 493036); activation, % at 20 µM; 330,000 tested, 0.17% active; NTR1-U2OS beta-arrestin-GFP spot imaging, agonist mode;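 active = activation at or above 40% of the spot to cytoplasm intensity ratio, with at least 20 cells analyzed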;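 note: 0% = DMSO without peptide and 100% = 100 nM NTR1 peptide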
Target sequence (P30989 whole entry, looked up): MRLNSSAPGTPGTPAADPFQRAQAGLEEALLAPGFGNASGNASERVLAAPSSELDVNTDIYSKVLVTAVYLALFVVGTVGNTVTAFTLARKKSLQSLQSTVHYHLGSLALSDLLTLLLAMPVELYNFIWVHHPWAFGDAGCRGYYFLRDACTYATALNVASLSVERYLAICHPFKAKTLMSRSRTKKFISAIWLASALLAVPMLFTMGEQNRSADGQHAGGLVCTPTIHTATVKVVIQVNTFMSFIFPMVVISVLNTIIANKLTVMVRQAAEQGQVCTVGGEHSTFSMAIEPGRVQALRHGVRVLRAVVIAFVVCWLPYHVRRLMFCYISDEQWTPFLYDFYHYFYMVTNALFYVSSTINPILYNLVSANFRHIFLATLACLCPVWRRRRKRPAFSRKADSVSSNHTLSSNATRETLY
AID2073: inhibitors of Mint1-CaV2.2 protein interaction, biochemical, HTRF (AID 2073); 290,000 tested, 0.19% active; inhibition, % at 20 µM; hits with a dose series show IC50 in µM; HTRF protein-protein interaction, Mint1-CaV2.2; higher % means a stronger effect; Voltage-dependent N-type calcium channel subunit alpha-1B (Homo sapiens); in the data active = inhibition mostly above about 51%, no sharp cut-off; note: some results filed as inactive read as strong as hits
GPR35 arrestin U2OS: GPR35 antagonists blocking zaprinast-driven arrestin recruitment, primary screen, imaging, U2OS, beta-arrestin-GFP, zaprinast agonist (AID 2058). inhibition, % at 10 µM, or IC50 in µM where a hit was titrated. 290,000 tested, 0.052% active. U2OS GPR35 beta-arrestin-GFP translocation imaging, zaprinast antagonism; higher % means a stronger effect;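 active = inhibition of at least 50% with at least 30 cells and total cytoplasm GFP at most 10,000,000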
GPR55 activation: GPR55 agonists via beta-arrestin recruitment, primary screen, imaging, U2OS cells, beta-arrestin-GFP redistribution (AID 1961) | G-protein coupled receptor 55 (Homo sapiens) | U2OS GPR55 beta-arrestin-GFP redistribution imaging; higher % means a stronger effect | one-dose activation, % at 10 µM; EC50 in µM for titrated hits | 290,000 tested, 0.048% active;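 active = activation above 40% with more than 50 cells counted in the well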;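 note: U2OS osteosarcoma cells stably expressing GPR55 and beta-arrestin-GFP; plate controls were DMSO negative control for no effect and LPI positive control for full effect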
GPR55 antagonists: GPR55 antagonists blocking LPI-driven arrestin recruitment, primary screen, imaging, U2OS, beta-arrestin-GFP, LPI agonist (AID 2013); G-protein coupled receptor 55 (Homo sapiens); U2OS GPR55 beta-arrestin-GFP translocation imaging, LPI antagonism; higher % means a stronger effect; inhibition, % at 10 µM, or IC50 in µM where a hit was titrated; 290,000 tested, 0.13% active;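 active = spots per cell inhibited over 60%, with over 100 cells counted and total cytoplasm intensity under 500,000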;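 note: U2OS cells stably carrying GPR55 and arrestin-GFP stimulated by 5 µM LPI near EC80; imaged beta-arrestin-GFP aggregate spots per cell after agonist stimulation; plate controls were LPI-stimulated DMSO wells for no effect and DMSO wells without LPI for full effect; some results filed as inactive read as strong as hits; confirmed hits need IC50 under 10 µM and bright autofluorescent wells are also inconclusive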
NTR1 ag cell count 20 µM: further read-out of NTR1 ag, marked with its call; cell count; measured here: cell count, cytotoxicity flag
Dengue-2 NS5 capping pilot replicate: recorded beside Dengue-2 NS5 capping, whose call it bears; inhibition, %; measured here: pilot screen replicate inhibition
An asterisk follows results filed as active; i = inactive; nt = no result given. Rows are unselected; overall some 1.7% were active at least once.

SMILES | MgcRacGAP inhibition | Yfh1-depleted yeast | Dengue-2 NS5 capping | Large T inhibition | NTR1 ag | NTR1 ag cell count 20 µM | AID2073 | GPR35 arrestin U2OS | GPR55 activation | GPR55 antagonists | others
CC(C)Cc1nnc(NC(=O)CCC(=O)N2CCN(C3CCCC3)CC2)s1 | -1% | nt | -2% | 9% | 2.7 | 61 | -10% | -12% | -0.2% | 9%
COc1ccccc1C(=O)Nc1ccc(S(=O)(=O)N2CCCC2)cc1 | 2% | i | -8% | 9% | -0.4 | 66 | -1% | 15% | 0.0% | -4%
O=C(NNC(=O)c1cccc([N+](=O)[O-])c1)c1ccncc1 | 3% | i | -6% | nt | -0.8 | 91 | 1% | 5% | -0.1% | 2%
COC(=O)c1cc(S(=O)(=O)N2CCN(c3ccc([N+](=O)[O-])cc3)CC2)c[nH]1 | 10% | nt | -7% | 6% | 0.3 | 65 | 0% | -8% | -0.2% | -20%
COCCn1c(SCc2ccc(C(=O)OC)o2)nnc1-c1c[nH]c2ccccc12 | 4% | i | -1% | 4% | 0.8 | 80 | 2% | -7% | -0.1% | 2%
COc1ccc(CNCC2COc3ccccc3O2)cc1 (stereo not drawn) | 26% | nt | -4% | 8% | -0.3 | 95 | 8% | -6% | 0.3% | 4%
COc1ccc(OC)c(NC(=O)CSc2nnc3ccc(-c4ccccn4)nn23)c1 | 6% | nt | -12% | 11% | -0.6 | 57 | nt | nt | nt | nt
CCCCN(C)Cc1c(C)[nH]c2c(ccc3ccccc32)c1=O | 4% | nt | -7% | 6% | -1.1 | 59 | 10% | -4% | 0.0% | 8%
COc1ccc(N2CCN(C(=O)NC(=O)c3ccc(Cl)cc3)CC2)cc1 | 13% | nt | -9% | 6% | 0.2 | 71 | 15% | 0% | -0.1% | -3%
CCOc1ccc(NC(=O)COC(=O)c2ccc3c(c2)C(=O)N(CCc2ccccc2)C3=O)cc1 | 9% | i | -3% | -2% | 0.4 | 80 | -2% | -4% | -0.4% | 13%
Cc1c(C)c2ccc(OCC(=O)Nc3ccccn3)cc2oc1=O | 4% | nt | 2% | 4% | 0.6 | 55 | 9% | -16% | 0.3% | 15%
CC1(c2ccc(OC(F)F)cc2)NC(=O)N(CC(=O)Nc2ccc(S(N)(=O)=O)cc2)C1=O (stereo not drawn) | 9% | i | -1% | 14% | -1.1 | 42 | 2% | -3% | 0.1% | 5%
Cc1cc(C)c(S(=O)(=O)NC2CCN(Cc3ccccc3)CC2)c(C)c1 | 14% | i | -1% | 1% | 8.7 | 56 | -5% | 6% | 0.3% | 4%
COc1ccccc1/C=N/NC(=S)NCc1ccco1 | 11% | i | -4% | 1% | 4.0 | 46 | -24% | 2% | -0.2% | 3%
Cc1cccc(C)c1OCC(=O)N/N=C/c1cc2c(cc1[N+](=O)[O-])OCO2 | 14% | i | 10% | 6% | 0.9 | 36 | 17% | -4% | 0.2% | 13%
CCOC(=O)c1ccc(-n2c(N)c(C(=O)NCC3CCCO3)sc2=S)cc1 (stereo not drawn) | 15% | i | -6% | 20% | 0.2 | 78 | -39% | 13% | -0.2% | 1%
O=C(NC(=O)c1ccccc1)Nc1ccc(-c2cnco2)cc1 | nt | i | nt | 11% | 1.4 | 38 | 39% | -2% | -0.2% | 15%
Oc1cccc2c(NC(=S)Nc3ccc(OC(F)F)cc3)cccc12 | 116µM* | i | 21% | 11% | 5.6 | 71 | 34% | 12% | 0.1% | -2%
COC(=O)CC1(C(=O)OC)Oc2ccc(Br)cc2C(=O)N1c1cc(Cl)c(Cl)cc1Cl (stereo not drawn) | -4% | i | -3% | 4% | 1.3 | 57 | 50% | -4% | 0.4% | 21%
O=C1CN(C(=O)c2ccc(Br)o2)C(c2ccccc2)c2cc(Br)ccc2N1 (stereo not drawn) | 14% | nt | -1% | 2% | 6.7 | 54 | 14% | -13% | -0.1% | 7%
O=C(N/N=C/c1ccc(N2CCOCC2)cc1)c1ccc(O)cc1 | 11% | i | -1% | 11% | 2.7 | 50 | 46% | 1% | -0.2% | -12%
CN1CCN(NC(=O)c2cn(-c3ccccc3)nc2-c2cccc(Br)c2)CC1 | 6% | i | -11% | 8% | -0.5 | 45 | 8% | -5% | -0.3% | -8%
CCOC(=O)c1c(N)sc(-c2ccccc2)c1C | 27% | i | 2% | 4% | 3.1 | 50 | -16% | 8% | 0.5% | -6%
Cc1ccc(C(=O)Cn2cc([N+](=O)[O-])nc2C)cc1 | -9% | i | 8% | 4% | 0.3 | 46 | -4% | 10% | -0.1% | 5%
O=C(COC(=O)c1ccc2c(c1)OCCO2)Nc1cc(Cl)ccc1Cl | 2% | i | 4% | 27% | 0.8 | 70 | 0% | 6% | 0.0% | -4%
NCc1cccc(-n2cccn2)c1 | 6% | i | -6% | 0% | -1.5 | 64 | -2% | -4% | -0.1% | -2%
COc1cc(C(=O)N/N=C/c2ccccn2)cc(OC)c1OC | 1% | i | -7% | 24% | 1.8 | 45 | 5% | -2% | 0.2% | -10%
CC(=O)Nc1ccc(-c2csc(NNC(=O)c3ccc(C)cc3)n2)cc1 | -5% | i | -16% | 10% | -1.1 | 42 | 21% | -8% | -0.1% | -12%
CCN(CC(=O)Nc1c(F)cccc1F)C(=O)c1n[nH]c2ccccc12 | 6% | nt | -8% | 9% | 0.3 | 51 | 4% | 6% | -0.1% | 6%
Nc1nc(Cn2nnc(-c3ccccc3F)n2)nc(N2CCOCC2)n1 | 8% | i | -6% | -7% | -0.9 | 53 | 13% | 1% | -0.1% | -11%
O=C(NCC1CCC(C(=O)O)CC1)OCc1ccccc1 (stereo not drawn) | -4% | nt | 5% | 0% | -0.4 | 66 | -2% | 3% | -0.1% | 5%
COc1ccc(NC(=O)CN2CCN(c3nc(-c4ccc(F)cc4)cs3)CC2)c(OC)c1 | 12% | i | -8% | nt | 2.0 | 62 | -3% | -1% | -0.1% | 11%
CC(C)(C)N1C(=O)[C@H]2[C@@H](c3ccc(Br)cc3)N3C(=O)N(c4ccc(Br)cc4)C(=O)[C@@]3(Cc3ccccc3)[C@H]2C1=O | -3% | nt | -1% | 12% | 1.5 | 82 | 12% | 7% | -0.1% | -4%
COc1ccc(N2CCN(C(=O)c3ccc4c(c3)NC(=O)C(CSCc3c(F)cccc3Cl)N4)CC2)cc1 (stereo not drawn) | nt | nt | nt | 28% | 0.1 | 45 | 26% | 5% | -0.2% | -4%
O=C(CCSCc1cccc(F)c1)NCCc1ccccc1 | 6% | nt | 1% | 5% | 0.2 | 91 | 1% | -11% | 0.0% | 0%
COc1ccc(COC(=O)c2cc(S(=O)(=O)N3CCCCC3)ccc2N2CCOCC2)cc1 | 4% | nt | 1% | 11% | 3.7 | 49 | nt | nt | nt | nt
CCC(C)NS(=O)(=O)c1ccc(OCC(=O)Nc2ccc3c(c2)OCCO3)cc1 (stereo not drawn) | 4% | i | -4% | -2% | 0.2 | 47 | -7% | -8% | -0.1% | 9%
CCc1nc2ccc(C(=O)N3CCN(c4cccc(C)c4C)CC3)cc2nc1CC | -23% | nt | -3% | 7% | 10 | 70 | -1% | 9% | 0.7% | -6%
CCn1c(/N=C/c2ccccc2NS(=O)(=O)c2ccc(C)cc2)nc2ccccc21 | -5% | i | -10% | 14% | nt | nt | 9% | -8% | -0.5% | 25%
Cc1ccc(COc2ccccc2C(=S)N2CCCC2)cc1 | 6% | i | -4% | 30% | 2.9 | 45 | 5% | -7% | -0.1% | 13%
CCOC(=O)c1[nH]c2ccccc2c1NC(=O)CCN1CCN(C(=O)OCC)CC1 | 8% | i | -3% | 2% | -0.5 | 53 | 0% | -23% | -0.1% | 1%
CCc1ccc(NC(=O)c2ccc(NC3=NC4CS(=O)(=O)CC4S3)cc2)cc1 (stereo not drawn) | 10% | nt | -18% | 15% | -0.1 | 59 | 9% | -6% | 1.0% | 4%
COC(=O)C1CSC(c2ccc(Cl)cc2)N1C(=O)c1ccccc1 (stereo not drawn) | 7% | i | -10% | 10% | 0.2 | 48 | 8% | -14% | -0.1% | 3%
COc1ccc(NC(=S)NNC(=O)Cn2nc(C(F)F)cc2C(F)F)cc1 | 0% | i | 6% | 21% | -1.3 | 55 | -17% | -14% | -0.2% | -9%
Cc1ccc(NC(=O)C(C)Sc2nc(-c3ccccc3)cc(=O)[nH]2)cc1 (stereo not drawn) | 6% | nt | -3% | 4% | 1.8 | 111 | 1% | 1% | -0.1% | 2%
CCOC(=O)c1c(-c2ccccc2)oc2ccc(O)cc12 | 11% | nt | -1% | 10% | 5.6 | 51 | 24% | 9% | 0.2% | -6% | Dengue-2 NS5 capping pilot replicate=1.8

Of the compounds above, these contain an NH in an aromatic ring:
SMILES | MgcRacGAP inhibition | Yfh1-depleted yeast | Dengue-2 NS5 capping | Large T inhibition | NTR1 ag | NTR1 ag cell count 20 µM | AID2073 | GPR35 arrestin U2OS | GPR55 activation | GPR55 antagonists | others
COC(=O)c1cc(S(=O)(=O)N2CCN(c3ccc([N+](=O)[O-])cc3)CC2)c[nH]1 | 10% | nt | -7% | 6% | 0.3 | 65 | 0% | -8% | -0.2% | -20%
COCCn1c(SCc2ccc(C(=O)OC)o2)nnc1-c1c[nH]c2ccccc12 | 4% | i | -1% | 4% | 0.8 | 80 | 2% | -7% | -0.1% | 2%
CCCCN(C)Cc1c(C)[nH]c2c(ccc3ccccc32)c1=O | 4% | nt | -7% | 6% | -1.1 | 59 | 10% | -4% | 0.0% | 8%
CCN(CC(=O)Nc1c(F)cccc1F)C(=O)c1n[nH]c2ccccc12 | 6% | nt | -8% | 9% | 0.3 | 51 | 4% | 6% | -0.1% | 6%
CCOC(=O)c1[nH]c2ccccc2c1NC(=O)CCN1CCN(C(=O)OCC)CC1 | 8% | i | -3% | 2% | -0.5 | 53 | 0% | -23% | -0.1% | 1%
Cc1ccc(NC(=O)C(C)Sc2nc(-c3ccccc3)cc(=O)[nH]2)cc1 (stereo not drawn) | 6% | nt | -3% | 4% | 1.8 | 111 | 1% | 1% | -0.1% | 2%

2 entries drawn at random from those above, as already listed:
SMILES | MgcRacGAP inhibition | Yfh1-depleted yeast | Dengue-2 NS5 capping | Large T inhibition | NTR1 ag | NTR1 ag cell count 20 µM | AID2073 | GPR35 arrestin U2OS | GPR55 activation | GPR55 antagonists | others
COc1ccc(NC(=O)CN2CCN(c3nc(-c4ccc(F)cc4)cs3)CC2)c(OC)c1 | 12% | i | -8% | nt | 2.0 | 62 | -3% | -1% | -0.1% | 11%
Cc1ccc(C(=O)Cn2cc([N+](=O)[O-])nc2C)cc1 | -9% | i | 8% | 4% | 0.3 | 46 | -4% | 10% | -0.1% | 5%
